tuberculosis growth: growth inhibition of non-replicating M. tuberculosis (AID 488890) | hit rate 0.39% among 320,000 | Mycobacterium tuberculosis non-replicating, growth inhibition; higher % means a stronger effect | inhibition, % at 25 µM; hits with a dose series show IC50 in µM; in the data active = a potency from the dose series; inconclusive = inhibition mostly from about 82% at the one dose, without a potency; inactive = the rest, 99 in 100 with inhibition below about 76%;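 note: plate controls were DMSO cells for no effect and high antibiotic wells for full effect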
inhibitors of VEEV: inhibitors of VEEV TC-83 cytopathic effect, confirmation, Vero cells (AID 588727); Vero cells, VEEV TC-83 cytopathic effect inhibition; higher % means a stronger effect; one-dose inhibition, % at 20 µM; IC50 in µM for titrated hits; hit rate 0.13% among 350,000; in the data active = a potency from the dose series; inconclusive = inhibition mostly from about 14% at the one dose, without a potency; inactive = the rest, 99 in 100 with inhibition below about 12%; note: strong numbers were not always called active
PhoP GFP inhibition: PhoP regulon inhibitors, Salmonella typhi PhoP promoter GFP reporter, confirmatory (AID 1850); Salmonella Typhi PhoP-promoter GFP reporter, fluorescence, 4 h; higher % means a stronger effect; one-dose inhibition, % at 50 µM; IC50 in µM for titrated hits; hit rate 0.33% among 310,000; in the data active = a potency from the dose series; inconclusive = inhibition mostly from about 25% at the one dose, without a potency; inactive = the rest, 99 in 100 with inhibition below about 19%;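 note: 0% = induced wells with vehicle and 100% = uninduced wells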
H1N1 NS1A inhibition: H1N1 influenza NS1A inhibitors, functional cell based assay (AID 504329) | NS1A functional cell-based assay, percent inhibition; higher % means a stronger effect | inhibition, % at 12.5 µM; hits with a dose series show IC50 in µM | hit rate 0.3% among 340,000; in the data active = a potency from the dose series; inconclusive = inhibition above about 27% without an active follow-up result; note: strong numbers were not always called active
M. tuberculosis HTS: M. tuberculosis growth inhibition, HTS (AID 449762) | M. tuberculosis H37Rv growth inhibition, 7H9 media; higher % means a stronger effect | one-dose inhibition, % at 25 µM; IC50 in µM for titrated hits | hit rate 0.59% among 330,000; in the data active = a potency from the dose series; inconclusive = inhibition above about 70% without an active follow-up result;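 note: bacterial growth assessed after seven days of incubation; strong numbers were not always called active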
inhibitors of VEEV 10K pilot screen: recorded beside inhibitors of VEEV, whose call it bears; inhibition, %; measured here: 10K pilot screen inhibition
An asterisk follows results filed as active.

For CCC(C)c1ccccc1N1CC(C(=O)N2CCN(C(=O)c3ccco3)CC2)CC1=O (stereo unspecified) the results were tuberculosis growth -9%, inhibitors of VEEV 0.2%, H1N1 NS1A inhibition 0% and M. tuberculosis HTS -6%.
CCOC(=O)c1cnc(-n2[nH]c(C)cc2=O)[nH]c1=O was read as tuberculosis growth 3%, inhibitors of VEEV 0.2%, PhoP GFP inhibition 15% and M. tuberculosis HTS -3%.
`CCN(CC)C(=O)CSc1nc(N)c(C(=O)Nc2ccc(OC)cc2)s1` gave tuberculosis growth inconclusive, inhibitors of VEEV 11%, PhoP GFP inhibition -6%, H1N1 NS1A inhibition -3% and M. tuberculosis HTS -6%.
`Cc1cccc2nc(-c3cccc(NC(=O)Cc4ccccc4)c3)cn12` gave tuberculosis growth 6%, inhibitors of VEEV 6.8%, PhoP GFP inhibition 4%, H1N1 NS1A inhibition -10% and M. tuberculosis HTS -3%.
O=C1CC(c2ccccc2Oc2cccc(Cl)c2)C(n2cncn2)C(=O)C1C1NCCc2ccccc21 (stereo unspecified) was read as tuberculosis growth 7%, inhibitors of VEEV 0.4%, PhoP GFP inhibition 23%, H1N1 NS1A inhibition -10% and M. tuberculosis HTS -5%.
CCC(=NCc1cc(OC)cc(OC)c1)c1c(O)[nH]c(=O)[nH]c1=O was read as tuberculosis growth 9%, inhibitors of VEEV 0.0%, PhoP GFP inhibition 6%, H1N1 NS1A inhibition -27% and M. tuberculosis HTS -7%.
CCN1CCN(C(=O)c2ccccc2NC(=O)c2ccc(Cl)cc2)CC1 was read as tuberculosis growth -7%, inhibitors of VEEV 0.6%, PhoP GFP inhibition -5%, H1N1 NS1A inhibition -2% and M. tuberculosis HTS -2%.
For Cc1[nH]c2ccc(C(=O)NCCCN3CCCC3)cc2c1C the results were tuberculosis growth 11%, inhibitors of VEEV inactive, PhoP GFP inhibition -4%, H1N1 NS1A inhibition 6% and M. tuberculosis HTS -2%.
`CCNc1nnc(-c2ccccc2OC)s1` gave tuberculosis growth 23%, PhoP GFP inhibition -2% and M. tuberculosis HTS -3%.
Screening NC(=S)n1[nH]c(-c2ccc([N+](=O)[O-])cc2)c(N=Nc2cccc(Cl)c2)c1=O returned inhibitors of VEEV 7.5% and H1N1 NS1A inhibition 7%.
CC(CCc1ccccc1)NC(=O)CN1CCN(c2ccccc2)CC1 (stereo unspecified) was read as tuberculosis growth 35%, inhibitors of VEEV 0.5%, PhoP GFP inhibition 5%, H1N1 NS1A inhibition 3% and M. tuberculosis HTS 4%.
`O=C(NCc1ccco1)c1ccc(COc2ccccc2Cl)cc1` gave tuberculosis growth 42%, inhibitors of VEEV 6.7%, PhoP GFP inhibition 11%, H1N1 NS1A inhibition -4% and M. tuberculosis HTS 7%.
Cc1cc(C)cc(OCC(=O)N(Cc2ccc(N(C)C)cc2)C2CCS(=O)(=O)C2)c1 (stereo unspecified) was read as tuberculosis growth 13%, inhibitors of VEEV 2.7%, PhoP GFP inhibition 11%, H1N1 NS1A inhibition 8% and M. tuberculosis HTS 5%.
Screening CCN(CC)C(=O)Cn1cc(C(=O)C(=O)NCC2COc3ccccc3O2)c2ccccc21 (stereo unspecified) returned tuberculosis growth 18%, inhibitors of VEEV 7.3%, PhoP GFP inhibition -4%, H1N1 NS1A inhibition 3% and M. tuberculosis HTS 3%.
`COc1ccc2c(c1)oc(=O)c1c3ccccc3[nH]c21` gave inhibitors of VEEV 2.4% and H1N1 NS1A inhibition 5%.
Screening Nc1ccc(C(=O)c2cccs2)cc1[N+](=O)[O-] returned tuberculosis growth 4%, inhibitors of VEEV 2.8%, PhoP GFP inhibition -9%, H1N1 NS1A inhibition 4% and M. tuberculosis HTS 2%.
COc1cc(/C=C(\C#N)c2nc3ccccc3[nH]2)ccc1OC(=O)c1ccco1 was read as tuberculosis growth inconclusive, inhibitors of VEEV 2.3%, PhoP GFP inhibition -14%, H1N1 NS1A inhibition -15% and M. tuberculosis HTS 3%.
NC(=S)NN=C(c1ccccc1)c1ccccc1 was read as tuberculosis growth inconclusive, inhibitors of VEEV inactive, PhoP GFP inhibition -4%, H1N1 NS1A inhibition 6% and M. tuberculosis HTS -3%.
For COc1ccc2nc(C)c(C(=O)NN)cc2c1 the results were tuberculosis growth -7%, inhibitors of VEEV 0.8%, PhoP GFP inhibition -1%, H1N1 NS1A inhibition -10% and M. tuberculosis HTS -3%.
`Cc1ccc(NS(=O)(=O)c2ccc(Br)s2)nc1` gave tuberculosis growth -7%, inhibitors of VEEV 1.1%, PhoP GFP inhibition -10%, H1N1 NS1A inhibition -1% and M. tuberculosis HTS 5%.

As a working copy, some entries already given:
COc1cc(/C=C(\C#N)c2nc3ccccc3[nH]2)ccc1OC(=O)c1ccco1 was read as tuberculosis growth inconclusive, inhibitors of VEEV 2.3%, PhoP GFP inhibition -14%, H1N1 NS1A inhibition -15% and M. tuberculosis HTS 3%.
NC(=S)NN=C(c1ccccc1)c1ccccc1 was read as tuberculosis growth inconclusive, inhibitors of VEEV inactive, PhoP GFP inhibition -4%, H1N1 NS1A inhibition 6% and M. tuberculosis HTS -3%.
For COc1ccc2nc(C)c(C(=O)NN)cc2c1 the results were tuberculosis growth -7%, inhibitors of VEEV 0.8%, PhoP GFP inhibition -1%, H1N1 NS1A inhibition -10% and M. tuberculosis HTS -3%.
`Cc1ccc(NS(=O)(=O)c2ccc(Br)s2)nc1` gave tuberculosis growth -7%, inhibitors of VEEV 1.1%, PhoP GFP inhibition -10%, H1N1 NS1A inhibition -1% and M. tuberculosis HTS 5%.

(more compounds)
Screening CCn1cnc2c1c(=O)n(Cc1nnc3n1-c1ccccc1SC3)c(=O)n2Cc1ccccc1 returned tuberculosis growth 8%, inhibitors of VEEV 3.3%, PhoP GFP inhibition -5%, H1N1 NS1A inhibition -1% and M. tuberculosis HTS 3%.
`COc1ccc(CCNC(=O)CSC2=NS(=O)(=O)c3ccccc3N2)cc1OC` gave tuberculosis growth 4%, inhibitors of VEEV 1.1%, PhoP GFP inhibition -6%, H1N1 NS1A inhibition 0% and M. tuberculosis HTS -10%.
For COc1ccc(C2CC2/C(=N/O)c2ccccc2)cc1 (stereo unspecified) the results were tuberculosis growth 50%, inhibitors of VEEV 3.2%, PhoP GFP inhibition -4%, H1N1 NS1A inhibition 3% and M. tuberculosis HTS -7%.
For Cc1ccc(NC(=O)Cn2c(C)cc(C)c(C#N)c2=O)c(Cl)c1 the results were tuberculosis growth 8%, inhibitors of VEEV 2.6%, PhoP GFP inhibition -2%, H1N1 NS1A inhibition 0% and M. tuberculosis HTS -6%.
CCOc1ccc(CCNC(=O)CCS(=O)(=O)c2ccc(C)cc2)cc1OCC was read as tuberculosis growth 3%, inhibitors of VEEV inactive, PhoP GFP inhibition 2%, H1N1 NS1A inhibition -16% and M. tuberculosis HTS -2%.
For CCOC(=O)c1nnn(-c2nonc2N)c1CSc1ccccc1 the results were tuberculosis growth 12%, inhibitors of VEEV inactive, PhoP GFP inhibition -2%, H1N1 NS1A inhibition -9%, M. tuberculosis HTS -1% and inhibitors of VEEV 10K pilot screen 1.4.
For CCC(C)N(C(=O)CSc1nnc(C)n1C)C1CCS(=O)(=O)C1 (stereo unspecified) the results were tuberculosis growth -5%, inhibitors of VEEV 1.2%, PhoP GFP inhibition -2%, H1N1 NS1A inhibition -13% and M. tuberculosis HTS 5%.
For CCOC(=O)/C(C#N)=C/c1cn(CCOc2ccc(OC)cc2)c2ccccc12 the results were tuberculosis growth 5%, inhibitors of VEEV inactive, PhoP GFP inhibition -4%, H1N1 NS1A inhibition 9% and M. tuberculosis HTS 8%.
`COC(=O)c1ccsc1NC(=O)c1ccc2c(c1)OCCO2` gave inhibitors of VEEV 0.4%, PhoP GFP inhibition -4%, H1N1 NS1A inhibition 2% and M. tuberculosis HTS -12%.
For Cc1cc(NC(=O)CSc2nnnn2C2CCCC2)no1 the results were tuberculosis growth -19%, inhibitors of VEEV inactive, PhoP GFP inhibition 0%, H1N1 NS1A inhibition -6% and M. tuberculosis HTS -12%.
For CCC(NS(=O)(=O)c1c(C)[nH]c(=O)[nH]c1=O)C12CC3CC(CC(C3)C1)C2 (stereo unspecified) the results were tuberculosis growth 23%, inhibitors of VEEV inactive, PhoP GFP inhibition -7%, H1N1 NS1A inhibition 27%, M. tuberculosis HTS 3% and inhibitors of VEEV 10K pilot screen 3.3.
Screening Cc1oc(-c2ccc(-c3ccccc3)cc2)nc1CN(CCO)C(C)C returned tuberculosis growth 28%, inhibitors of VEEV 1.5%, PhoP GFP inhibition -7%, H1N1 NS1A inhibition 0% and M. tuberculosis HTS 10%.
`CC(=O)Nc1nc(-c2ccc(Br)s2)cs1` gave tuberculosis growth -4%, inhibitors of VEEV 2.4%, PhoP GFP inhibition 5%, H1N1 NS1A inhibition -2% and M. tuberculosis HTS -1%.
Screening O=C(Nc1ccc(NC(=O)c2ccccc2Br)cc1)c1ccccc1 returned tuberculosis growth -9%, inhibitors of VEEV inactive, PhoP GFP inhibition -5%, H1N1 NS1A inhibition -2% and M. tuberculosis HTS -3%.
`CS(=O)(=O)N(CC(=O)N1CCc2ccccc2C1)c1ccc2c(c1)OCO2` gave tuberculosis growth 2%, inhibitors of VEEV 0.7%, PhoP GFP inhibition 0%, H1N1 NS1A inhibition -29% and M. tuberculosis HTS 1%.
`CC1=NN(C(=O)COc2ccccc2C)C(O)(c2ccc(Cl)cc2)C1` (stereo unspecified) gave tuberculosis growth 1.4µM*, inhibitors of VEEV inactive, PhoP GFP inhibition 1%, H1N1 NS1A inhibition -1% and M. tuberculosis HTS 0%.
Oc1ccc(/C=N/Nc2ccc3ccccc3c2)c(O)c1 was read as tuberculosis growth 20%, inhibitors of VEEV 3.1%, PhoP GFP inhibition -8%, H1N1 NS1A inhibition -4% and M. tuberculosis HTS inconclusive.
Screening O=C(CN1CCCC1c1cccs1)N1CCN(S(=O)(=O)c2ccccc2)CC1 (stereo unspecified) returned inhibitors of VEEV 5.7% and H1N1 NS1A inhibition -2%.
For O=C(N/N=C/c1ccc([N+](=O)[O-])cc1)c1c[nH]c2ccccc12 the results were tuberculosis growth -11%, inhibitors of VEEV 1.5%, PhoP GFP inhibition 2%, H1N1 NS1A inhibition -11% and M. tuberculosis HTS 0%.
Screening COC(=O)c1cc(NC(=O)CN(c2cccc(OC)c2)S(=O)(=O)c2ccccc2)ccc1Cl returned tuberculosis growth 20%, inhibitors of VEEV 5.8%, PhoP GFP inhibition -8%, H1N1 NS1A inhibition -3% and M. tuberculosis HTS 0%.
For Cc1cccc2c(C(=O)O)cc(-c3cccnc3)nc12 the results were tuberculosis growth -4%, inhibitors of VEEV 0.5%, PhoP GFP inhibition -5%, H1N1 NS1A inhibition -12% and M. tuberculosis HTS 2%.
Screening CC(CC(=O)Nc1ccc(Br)cc1F)S(=O)(=O)c1ccc2c(c1)NC(=O)CO2 (stereo unspecified) returned tuberculosis growth 14%, inhibitors of VEEV 4.6%, PhoP GFP inhibition 5%, H1N1 NS1A inhibition 0% and M. tuberculosis HTS 2%.
O=C(O)Cn1c(=O)c2c3c(sc2n(Cc2ccc(F)cc2)c1=O)CCCC3 was read as tuberculosis growth 13%, inhibitors of VEEV 1.1%, PhoP GFP inhibition -1%, H1N1 NS1A inhibition -2% and M. tuberculosis HTS -6%.
Screening O=C1C2C(C(=O)N1c1ccc3c(c1)OCO3)C1C=CC2C12CC2 (stereo unspecified) returned tuberculosis growth -2%, inhibitors of VEEV 0.8%, PhoP GFP inhibition 5%, H1N1 NS1A inhibition -7% and M. tuberculosis HTS -7%.
For CCOC(=O)N1CCC(N2CCCC(C(=O)c3cccc(OC(C)C)c3)C2)CC1 (stereo unspecified) the results were tuberculosis growth 20%, inhibitors of VEEV 0.5%, PhoP GFP inhibition 11%, H1N1 NS1A inhibition -4% and M. tuberculosis HTS -2%.
For CC(CNC(=O)c1cccs1)c1ccc([N+](=O)[O-])cc1 (stereo unspecified) the results were tuberculosis growth 29%, inhibitors of VEEV inactive, PhoP GFP inhibition -4%, H1N1 NS1A inhibition 6% and M. tuberculosis HTS -1%.
Screening COCCNC(=O)c1cc2c(s1)-c1ccc(Cl)cc1SC2 returned tuberculosis growth 19%, inhibitors of VEEV 2.5%, PhoP GFP inhibition 4%, H1N1 NS1A inhibition -6% and M. tuberculosis HTS -3%.
Cc1cc(C)nc(N/N=C/c2ccccc2OCC(=O)O)n1 was read as tuberculosis growth 5%, inhibitors of VEEV 1.1%, PhoP GFP inhibition 4%, H1N1 NS1A inhibition 0% and M. tuberculosis HTS 3%.

Compound activity from PubChem.
